mcGAS MS inh: inhibitors of mouse cGAS | Q8C6L5 | recombinant mouse cGAS, cGAMP by RapidFire MS | inhibition, % at 12.5 µM | 130,000 tested, 0.18% active | AID 1259397;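 active = inhibition of cGAS enzyme activity at or above 60%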;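 also: enzyme stimulated by 45 bp dsDNA with ATP and GTP substrates; cGAMP share of summed cGAMP plus half ATP and half GTP signals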
Target sequence (Q8C6L5 whole entry, looked up): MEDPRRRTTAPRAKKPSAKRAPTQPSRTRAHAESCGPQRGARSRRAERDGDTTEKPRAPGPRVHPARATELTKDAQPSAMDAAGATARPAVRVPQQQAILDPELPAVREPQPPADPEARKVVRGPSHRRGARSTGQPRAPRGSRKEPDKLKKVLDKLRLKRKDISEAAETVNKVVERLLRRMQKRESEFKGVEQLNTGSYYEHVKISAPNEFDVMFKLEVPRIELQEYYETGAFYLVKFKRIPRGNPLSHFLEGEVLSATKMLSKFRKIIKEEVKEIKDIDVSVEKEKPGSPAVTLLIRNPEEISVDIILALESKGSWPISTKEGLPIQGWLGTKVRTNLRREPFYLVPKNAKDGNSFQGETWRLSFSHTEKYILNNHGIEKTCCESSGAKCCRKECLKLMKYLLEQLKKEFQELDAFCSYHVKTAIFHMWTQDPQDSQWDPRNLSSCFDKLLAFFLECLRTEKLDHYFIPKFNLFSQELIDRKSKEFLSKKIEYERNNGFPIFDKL
The depositor's hits bear a star; & = joins results of further samples. The list is partial, so the mix of outcomes need not match the whole.

SMILES | mcGAS MS inh
C=C(Br)CNC(=O)N1CCCN(C(=O)c2ccccc2Cl)CC1 | -4
O=C(c1ccc(N2CCCCC2)c([N+](=O)[O-])c1)N1CCc2ccccc21 | -16
c1ccc(CC2CCCCN2CC2CCOCO2)cc1 (centres undefined) | 2
N#Cc1c(F)cccc1N1CCN(c2ccccc2O)CC1 | -10
CCc1cc(-c2cccc(NC(C)=O)c2)nc(N2CCOCC2)n1 | -1
O=C(CCCn1nc(-c2cccnc2)ccc1=O)Nc1nc2ccccc2s1 | -6
Cc1cnc(C(=O)NNc2ccnc3cc(Cl)ccc23)cn1 | -12
COc1ccc(Cl)c(CN2CCCC(CNC(C)=O)C2)c1F (centres undefined) | -17
CNC(=O)c1cncc(/C=C/C(=O)NCCOC2CCCCC2C)c1 (centres undefined) | -4
CC1CCC(Oc2cc(CNCc3cnn(C)c3)ccn2)CC1 (centres undefined) | -4
CN(C)c1nc2c(c(=O)[nH]1)CCN(C(=O)[C@H]1CCCN1)C2 | -6
Cc1ccccc1CN1CCN2C(C(=O)Nc3ccc(-n4cccc4)cc3)=COC2=NC1=O | -3
CCCCc1nc(C(N)=O)c2[nH]c(=O)n(-c3ccccc3OCC)c2n1 | -3
CC1(C(=O)Nc2cccc3c2CCCC3)CCN1C(=O)C1(c2ccccc2)CC1 (centres undefined) | -21
CCN(Cc1ccccn1)C(=O)CNC(=O)c1c(F)cccc1Cl | -32
CC(C)=CCN1CCN(Cc2cc(Cl)ccc2O)CC1CCO (centres undefined) | 2
COc1ccc(Cl)cc1CN1C(=O)CON=C1c1ccc(C)cc1 | 63*
Cc1[nH]nc2ncc(C(=O)NCC(=O)N3CCCc4ccccc43)cc12 | 2
CCc1ccc(CN(C)C(=O)[C@H](N)CC(C)C)nc1 | -18
CCCNC(=O)CSc1nnc(-c2ccc(OCC)cc2)o1 | -3
Cc1c(C)n2c3c(=O)n(CCC(C)C)c(=O)n(C)c3nc2n1C(C)C | -7
CC(C)CCN1CCN(c2nc3c(c(=O)[nH]c(=O)n3C)n2Cc2ccc(Cl)c(Cl)c2)CC1 | -6
Cc1ccccc1C(OCC(O)CN1C(=O)C2CCCN2C1=O)c1ccccc1 (centres undefined) | 0
Cc1ccsc1CN(C)C(=S)Nc1ccccc1F | -2
Cc1ccc(C(=O)N(C)C)cc1NCc1nnc(C(C)C)o1 | -3
COc1cc2c(cc1OC)CN(CCNS(=O)(=O)c1ccc(F)cc1C)CC2 | -2
O=C(NCc1cccnc1Oc1ccc(F)cc1F)c1[nH]ncc1Cl | -25
COc1cccc(C(c2c(O)cc(C)n(Cc3cccnc3)c2=O)N2CCN(c3ccccn3)CC2)c1 (centres undefined) | -6
CC(C)CNc1ccc2c(n1)C(=O)N([C@H](C)C(=O)N[C@H](C)c1ccccc1)C2 | 6
CCCCCn1c(N2CCOCC2)nc2c1c(=O)n(CC(N)=O)c(=O)n2C | -5

mcGAS MS inh, entries above that show a hit
SMILES | mcGAS MS inh
COc1ccc(Cl)cc1CN1C(=O)CON=C1c1ccc(C)cc1 | 63*

Following part.
SMILES | mcGAS MS inh
Cc1ccccc1CN1CCC(CN(CC2CCCO2)C(=O)c2cscn2)CC1 (centres undefined) | -7
CCC(C)(C)NC(=O)c1cnc(-c2ccccc2Cl)s1 | -11
C/C(=N/NC(=O)CSCc1ccccc1Br)C(C)(C)C | -6
COc1ccccc1CN1CCC(CN(CC(C)C)C(=O)Cc2[nH]nc3ccccc23)CC1 | -5
CCn1ncc(C(=O)N(C)CCc2nc3ccc(OC)cc3[nH]2)c1C | -24
COc1ccc(NCc2nn3cc(-c4ccc(OC)c(OC)c4)c4c3n2CCCC4)c(OC)c1 | -4
N#CC(C#N)=C1C=C(c2cccs2)Oc2ccccc21 | 13
CSc1nc(NC2CCCC2)c([N+](=O)[O-])c(NC2CCCC2)n1 | -17
CCN(CC)c1ccc(CN)cc1F | -6
O=C(NC1=NCCS1)c1cc(-c2cccs2)nn1-c1ccccc1 | -10
CCN(CC)CCNc1nc2ccc(Cl)cc2s1 | -22
COC(=O)C1C(=O)CSC1=Nc1ccccc1Cl (centres undefined) | -1
COc1cc(=O)n(-c2ccccc2)nc1C(=O)N1CCCC1 | -24
CN1C(=O)C(=CC=Cc2c3oc4ccccc4cc-3c3ccccc23)C(=O)N(C)C1=O | -8
CCn1c(=O)c2c(nc3n(-c4ccc(C(F)(F)F)cc4)c(C)c(C)n23)n(C)c1=O | -8
C=CCn1c(=O)c2c(nc3n2CC(C)CN3c2ccc(OC)cc2)n(C)c1=O (centres undefined) | -10
O=C(CC1CC2CCC1C2)NCc1ccccc1N1CCOCC1 (centres undefined) | -3
Cc1ccc(Cl)c(NC(=O)c2cccc(CN3CC[C@H](O)C3)c2)c1 | 0
O=S1(=O)CCC(Nc2nc(-c3ccsc3)nc3ccccc23)C1 (centres undefined) | -23
CCCc1nc(C)sc1C(=O)N1CCCC1c1nnc2c(C(F)(F)F)cccn12 (centres undefined) | -1
C[N+]1(C)CCC(C2c3ccccc3CSc3sccc32)CC1 (centres undefined) | -5
O=C1C[C@H]2CC[C@@H](CN1)N2C(=O)CCN1CCCCO1 | -5
Nc1cc(OC(F)F)c(Br)cc1[N+](=O)[O-] | -6
CC(c1nc(CC2CCN(C)CC2)no1)N1CCN(C)CC1 (centres undefined) | 5
CCNC(=O)C1(C)CCCCN1Cc1cccc(OC(=O)c2ccccc2)c1 (centres undefined) | -6
COC(=O)c1sccc1NC(=O)CSc1ccccc1 | -7
Cc1cc(C)c(C(=O)N2CSCC2C(=O)NC(C)C(C)C)o1 (centres undefined) | 14
CC(C)c1cc(N(C)CCNS(=O)(=O)c2cnn(C)c2)n[nH]1 | -1
CCOC(CNC(=O)c1cn(C)c2c(=O)n(-c3ccc(Cl)cc3)c(=O)[nH]c12)OCC | -25
CC(C)NCc1cc(Cl)ccc1OCc1nc(CO)cs1 | -11
CCC(C)C(=O)Nc1nc(-c2ccc(Cl)cc2)c(C)s1 (centres undefined) | -11
Cc1cccc(C)c1OCCNC(=O)C(Cc1ccccc1)NC(=O)c1ccccc1 (centres undefined) | -3
COc1cc(OC)c(NC(=O)c2cccs2)cc1Cl | -3
Cc1cc(C(=O)NCCN2CC(C)OC(C)C2)nn1-c1ccccc1 (centres undefined) | -10
CSc1cccc(CN2CCC(CO)(Cc3ccccc3)CC2)c1 | -1
COCc1ncc(CN(C)Cc2csc(-c3ccccc3)n2)cn1 | -13
O=c1cnc2ccccc2n1Cc1c(Cl)cccc1Cl | -6
O=S1(=O)CCN2C(=N1)Oc1ccc(S(=O)(=O)N3CCCC3)cc12 | -11
COc1ccc(Cl)c2c1NC(c1cccc([N+](=O)[O-])c1)C1CC=CC21 (centres undefined) | -2
CC(NC(=O)c1ccccc1F)c1ccc2c(c1)OCCO2 (centres undefined) | -7
O=C(C1CNCCN1C(=O)Cc1ccc2ccccc2c1)N1CCCC1 (centres undefined) | -1
CC(C)(C)N=C1NN=C(c2ccc(OC(F)F)cc2)CS1 | 3
CS(=O)(=O)NCCCn1nc(-c2cccs2)ccc1=O | 5
CCOC(=O)c1sc(N)c(C#N)c1COC(=O)c1ccc(Cl)s1 | -20
NC1=NC(c2ccc(F)cc2)n2c(nc3ccccc32)N1 (centres undefined) | 2
N[C@@H]1CC[C@@H](NC(=O)c2ccc3c(c2)ncn3CCO)C1 | -19
Cc1nnc(SCC(=O)NCCCc2nc3ccc(Cl)cc3[nH]2)s1 | -12
c1cc(-c2noc(CN(CC3CCCO3)CC3CCCO3)n2)cs1 (centres undefined) | -7
CC1=NN(C)C(=O)C2C(c3c(C)cccc3C)=NOC12 (centres undefined) | -7
O=S(=O)(Nc1cc(S(=O)(=O)N2CCOCC2)ccc1O)c1ccc2c(c1)CCC2 | -11

Remaining list, next part.
SMILES | mcGAS MS inh
O=C1CN(C(=O)c2csc(Nc3ccc(OC(F)F)cc3)n2)CCN1 | -7
CCOC(=O)C(C)Oc1cccc2c(=O)n(CC(=O)Nc3ccc4c(c3)OCCO4)ccc12 (centres undefined) | -1
CCC(C)N(Cc1ccccc1)C(=O)c1cc(OC)c(OC)cc1OC (centres undefined) | 2
COc1cc(OC)cc(-c2nc(-c3cc4cc(OC)ccc4[nH]c3=O)no2)c1 | 1
O=C(NCc1ccccc1)C1CCN(S(=O)(=O)c2ccc3c(c2)CCC3)CC1 | 13
O=C(c1ccsc1)N1CCOC(CC2CCCCC2)C1 (centres undefined) | -8
O=C(CSc1ncnc2c1oc1ccccc12)c1cc2ccccc2o1 | 5
COC(=O)C(Cc1c[nH]c2ccccc12)N=Cc1c(O)n(-c2ccccc2Cl)c(=O)[nH]c1=O (centres undefined) | -8
CCOc1ccccc1Oc1ccccc1C(=O)N(C)CC#N | -3
Cc1ccc2nsnc2c1S(=O)(=O)NCc1ccc2c(c1)OCO2 | -1
CC(CO)(NC(=O)Nc1cc(-c2ccco2)ccc1F)C1CC1 (centres undefined) | -1
Fc1ccccc1COc1cccc(CNCc2ccccn2)c1 | -1
CCCCC(C)n1[nH]c(=O)c2c(C)cc(C)nc21 (centres undefined) | 9
NC(CCOc1ccccc1)c1ccc(Cl)cc1 (centres undefined) | 0&4
O=C(Cn1c(=O)oc2ccccc21)NCc1ccc2c(c1)OCO2 | -11
CN(CC1Cc2ccccc2O1)C(=O)c1cn(-c2ccccc2)nn1 (centres undefined) | -9
Cc1nc(CN2CCN(c3nc4nonc4nc3NC3CCCC3)CC2)cs1 | -18
O=C(Nc1cc(C(F)(F)F)ccc1N1CCCC1)c1ccn[nH]1 | -1
O=C1CN(c2ccc(C(=O)N3CCCN(c4ncccn4)CC3)cn2)CCN1 | -7
C=CCOc1cccc(C2c3c(oc4ccc(C)cc4c3=O)C(=O)N2c2nc(C)cs2)c1 (centres undefined) | -10

Fetched by structure from above:
SMILES | mcGAS MS inh
NC(CCOc1ccccc1)c1ccc(Cl)cc1 (centres undefined) | 0&4
C=CCOc1cccc(C2c3c(oc4ccc(C)cc4c3=O)C(=O)N2c2nc(C)cs2)c1 (centres undefined) | -10
Cc1nc(CN2CCN(c3nc4nonc4nc3NC3CCCC3)CC2)cs1 | -18
CC(CO)(NC(=O)Nc1cc(-c2ccco2)ccc1F)C1CC1 (centres undefined) | -1

(cont.)
SMILES | mcGAS MS inh
CC(Cn1cccn1)C(=O)N1CCC(CCC(=O)Nc2ccc3c(c2)OCCO3)CC1 (centres undefined) | -5
CS(=O)(=O)NC1CCN(C2CCc3c(Cl)cccc32)CC1 (centres undefined) | -14
CCN=c1scc(-c2ccc(C)cc2)n1N=Cc1ccc2c(c1)OCO2 | -8
CC(C)(C)C(=O)NCC1CN(c2ccc3c(c2)OCO3)C(=O)O1 (centres undefined) | -10
CC(C)CNC(=O)NC(=O)CSc1ncnc2sc3c(c12)CCC3 | -14
Cn1c(N)c(C(=O)COC(=O)CCS(=O)(=O)c2ccccc2)c(=O)n(C)c1=O | 2
CN1CCN(c2cc(C(=O)c3cc(F)ccc3O)cn3c(=O)c4ccccc4nc23)CC1 | -3
COC(C)c1nc(CSc2cn[nH]n2)cs1 (centres undefined) | 3
Cc1noc(C)c1CCC(=O)NCc1ccccc1F | -15
N#Cc1ccc(NC(=O)Cn2cnc3sc4c(c3c2=O)CCCC4)cc1 | -3
OCC1(CCc2ccccc2)CCN(Cc2ccc(OC(F)F)cc2)CC1 | -11&-9
Cc1ccc(C2CCCN2C(=O)C2CCN(C(=O)OC(C)(C)C)C2)o1 (centres undefined) | -11
Brc1ccc(C=NN2CCN(c3ccccc3)CC2)s1 | -5
CCCCc1ncc(CN2CCC(CCC(=O)Nc3ccc(OC)cc3OC)CC2)[nH]1 | 1
CCC(NC(=O)c1csc(C2CC2)n1)C1CN(Cc2ccccc2)CCO1 (centres undefined) | -6
CNC(=O)c1cnc(/C=C/c2cnc3cc(C)ccn23)s1 | -3
CN1CCN(C(=O)c2coc(COc3ccc(F)cc3)n2)CC1 | 3
COc1ccc2c(c1)CN(C(=O)c1ccccc1O)CC2 | -14
Cc1ccc(F)c(S(=O)(=O)NC(=O)C2(C)CCN2C(=O)Cc2ccc(C(C)C)cc2)c1 (centres undefined) | 21
CCCCC(=O)NCCN1CCn2cc(OC)c(=O)cc2C1=O | -9
CCN1C(=Cc2cc(C)[n+](C3CCCCC3)c(C)c2)Sc2ccccc21 | 0
Fc1ccc2nc3c(nc2c1)c1cc(F)ccc1n3Cc1ccccn1 | -8
Fc1ccccc1CNc1cc(-c2ccccc2)c2cc3c(cc2n1)OCCO3 | -11
C=C(C)Cn1c(NCc2ccccc2Cl)nc2c1c(=O)[nH]c(=O)n2C | -4
COc1ccc(OC)c(-c2nc(CN(Cc3cnn(C)c3)C(C)C)c(C)o2)c1 | -12
c1csc(-c2nc(SC3CCCCC3)c3ccccc3n2)c1 | 0
O=C(c1csc(S(=O)(=O)N2CCc3ccccc3C2)c1)N1CCOCC1 | 9
CCCC(=O)N1CCC1(C)C(=O)NS(=O)(=O)c1ccc(C)cc1 (centres undefined) | 3
O=C(O)CCN(Cc1ccccc1)c1nc(-c2cccc(Br)c2)nc2ccccc12 | -1
Cc1cc(C(=O)N2CCC2(C)C(=O)NS(=O)(=O)c2cccs2)nn1C (centres undefined) | -14
CSc1nc(C)c(CCC(=O)NC(C)c2ccc(S(N)(=O)=O)cc2)c(C)n1 (centres undefined) | -3

In another format: entries from further up.
Structure,mcGAS MS inh
c1csc(-c2nc(SC3CCCCC3)c3ccccc3n2)c1,0
O=C(c1csc(S(=O)(=O)N2CCc3ccccc3C2)c1)N1CCOCC1,9
CCCC(=O)N1CCC1(C)C(=O)NS(=O)(=O)c1ccc(C)cc1 (centres undefined),3
O=C(O)CCN(Cc1ccccc1)c1nc(-c2cccc(Br)c2)nc2ccccc12,-1
Cc1cc(C(=O)N2CCC2(C)C(=O)NS(=O)(=O)c2cccs2)nn1C (centres undefined),-14

Bioassay records as filed in PubChem.
